# NSD2 block: blocks human NSD2 histone methyltransferase activity. AID 624260. O96028. NSD2-SET H3K36me1 DELFIA fluorescence, biochemical. 0.07% of 44,000 active. inhibition, % at 12.5 µM; in the data active means inhibition above about 54%, passing the limit was not always enough;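 further: inhibitors reduce the monomethyl H3K36 fluorescence signal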
# Target sequence (O96028 whole entry, looked up): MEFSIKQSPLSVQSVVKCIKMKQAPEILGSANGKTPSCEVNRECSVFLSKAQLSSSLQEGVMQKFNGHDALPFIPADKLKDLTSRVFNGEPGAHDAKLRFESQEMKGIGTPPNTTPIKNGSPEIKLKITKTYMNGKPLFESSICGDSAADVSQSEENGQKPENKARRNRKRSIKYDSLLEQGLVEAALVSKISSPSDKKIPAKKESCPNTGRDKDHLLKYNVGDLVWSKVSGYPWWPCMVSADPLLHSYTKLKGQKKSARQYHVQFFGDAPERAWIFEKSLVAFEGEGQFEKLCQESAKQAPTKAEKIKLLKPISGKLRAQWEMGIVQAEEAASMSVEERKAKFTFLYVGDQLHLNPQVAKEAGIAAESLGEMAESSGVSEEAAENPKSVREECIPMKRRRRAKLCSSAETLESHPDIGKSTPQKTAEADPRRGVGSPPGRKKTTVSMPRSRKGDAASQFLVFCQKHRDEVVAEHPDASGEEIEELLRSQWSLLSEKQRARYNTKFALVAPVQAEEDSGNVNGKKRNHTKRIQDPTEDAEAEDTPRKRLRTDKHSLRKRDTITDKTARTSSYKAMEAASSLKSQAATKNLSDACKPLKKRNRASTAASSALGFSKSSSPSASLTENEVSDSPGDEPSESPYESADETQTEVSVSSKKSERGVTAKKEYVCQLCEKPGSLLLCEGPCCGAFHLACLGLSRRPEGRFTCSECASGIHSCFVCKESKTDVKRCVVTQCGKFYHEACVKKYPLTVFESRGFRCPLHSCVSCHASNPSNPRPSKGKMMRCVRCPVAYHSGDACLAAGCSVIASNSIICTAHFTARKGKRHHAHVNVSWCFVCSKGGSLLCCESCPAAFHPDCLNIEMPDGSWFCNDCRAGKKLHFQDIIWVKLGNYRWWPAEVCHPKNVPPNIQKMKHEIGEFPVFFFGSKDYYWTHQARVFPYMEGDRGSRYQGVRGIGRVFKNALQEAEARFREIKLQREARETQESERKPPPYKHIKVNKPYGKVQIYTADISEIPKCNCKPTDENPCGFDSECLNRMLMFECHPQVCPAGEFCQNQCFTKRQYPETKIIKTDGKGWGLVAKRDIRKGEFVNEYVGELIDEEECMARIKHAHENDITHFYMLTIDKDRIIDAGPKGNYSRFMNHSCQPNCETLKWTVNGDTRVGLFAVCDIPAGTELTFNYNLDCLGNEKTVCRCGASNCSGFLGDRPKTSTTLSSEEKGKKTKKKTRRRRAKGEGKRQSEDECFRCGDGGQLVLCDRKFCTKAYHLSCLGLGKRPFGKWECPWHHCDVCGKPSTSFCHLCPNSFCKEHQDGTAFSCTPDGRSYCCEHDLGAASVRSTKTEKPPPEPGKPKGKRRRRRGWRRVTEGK
# * = called active by the depositor.
no.	NSD2 block	Compound
1	15	Cn1c(CN2C(=O)CSc3ccc(C(F)(F)F)cc32)nnc1SCc1ccccc1
2	-10	C[C@H]1CN([C@@H](C)CO)C(=O)c2cc(C#CC3(O)CCCC3)cnc2O[C@H]1CN(C)C
3	5	C[C@H](CO)N1C[C@H](C)[C@@H](CN(C)C(=O)Nc2ccc3c(c2)OCO3)Oc2ncc(-c3cncnc3)cc2C1=O
4	-14	C[C@H]1CN([C@@H](C)CO)C(=O)CCCn2cc(nn2)CO[C@H]1CN(C)Cc1ccccc1
5	15	C[C@@H]1CN([C@@H](C)CO)C(=O)Cc2cc(NC(=O)Nc3ccc4c(c3)OCO4)ccc2O[C@H]1CN(C)S(=O)(=O)c1cccs1
6	13	C[C@H]1CN([C@@H](C)CO)C(=O)Cc2cc(NS(C)(=O)=O)ccc2O[C@H]1CN(C)C(=O)Nc1ccc(C(F)(F)F)cc1
7	-5	C[C@H]1CN([C@@H](C)CO)C(=O)c2cc(NS(=O)(=O)c3ccc(Cl)cc3)ccc2O[C@H]1CN(C)S(=O)(=O)c1ccc(Cl)cc1
8	-7	C[C@H]1CN([C@@H](C)CO)C(=O)c2cc(/C=C/c3ccccc3)cnc2O[C@@H]1CN(C)C(=O)NC1CCCCC1
9	3	C[C@@H]1CN([C@H](C)CO)S(=O)(=O)c2ccc(-c3ccncc3)cc2O[C@H]1CN(C)Cc1cncnc1
10	4	C[C@H]1CN([C@@H](C)CO)C(=O)c2cccc(NC(=O)c3ccc(-c4nccs4)cc3)c2O[C@H]1CN(C)Cc1ccc(C(=O)O)cc1

# The closing 2 records of the part before come first, to join the parts:
no.	NSD2 block	Compound
9	3	C[C@@H]1CN([C@H](C)CO)S(=O)(=O)c2ccc(-c3ccncc3)cc2O[C@H]1CN(C)Cc1cncnc1
10	4	C[C@H]1CN([C@@H](C)CO)C(=O)c2cccc(NC(=O)c3ccc(-c4nccs4)cc3)c2O[C@H]1CN(C)Cc1ccc(C(=O)O)cc1
11	-3	CCO[C@H]1OC(C(=O)NCc2ccccc2)=C[C@@H](C(C)(C)C)[C@@H]1CCCO
12	1	C[C@@H]1CN([C@@H](C)CO)C(=O)c2cc(NC(=O)Nc3ccc(F)cc3)ccc2O[C@@H](C)CCCCO[C@@H]1CN(C)C(=O)Cc1ccccc1
13	3	C[C@@H]1CN([C@H](C)CO)S(=O)(=O)c2ccc(C#CC3CC3)cc2O[C@H]1CN(C)C(=O)c1cnccn1
14	1	Cc1noc(C)c1NC(=O)Nc1ccc2c(c1)C(=O)N([C@@H](C)CO)C[C@@H](C)[C@@H](CN(C)Cc1ccc(Cl)c(Cl)c1)O2
15	1	Cc1noc(C)c1NC(=O)N(C)C[C@H]1OCCCC[C@@H](C)Oc2ccc(NS(=O)(=O)c3cn(C)cn3)cc2C(=O)N([C@@H](C)CO)C[C@@H]1C
16	-2	C[C@H]1CN([C@@H](C)CO)S(=O)(=O)c2ccc(C#CC3CCCCC3)cc2O[C@@H]1CN(C)C(=O)Cc1ccncc1
17	0	C[C@@H]1CN([C@H](C)CO)C(=O)Cc2cc(NC(=O)CCN3CCOCC3)ccc2O[C@H]1CN(C)S(=O)(=O)c1cccs1
18	0	C[C@@H]1CN([C@@H](C)CO)C(=O)c2cc(NC(=O)Cc3ccccc3)ccc2O[C@@H]1CN(C)CC1CC1
19	-1	C[C@@H]1CN([C@H](C)CO)C(=O)Cc2cc(NC(=O)CCN3CCOCC3)ccc2O[C@@H]1CN(C)S(=O)(=O)c1cccs1
20	5	CC(C)NC(=O)N(C)C[C@@H]1OCCCC[C@H](C)Oc2ccc(NC(=O)Nc3ccc(C(F)(F)F)cc3)cc2C(=O)N([C@@H](C)CO)C[C@@H]1C
21	-2	C[C@@H]1CN([C@H](C)CO)C(=O)Cc2cc(N(C)C)ccc2O[C@H]1CN(C)C(=O)Nc1ccc(F)cc1
22	18	CC(=O)O[C@@H]1[C@@H](O)[C@H](C)O[C@@H](Oc2c(-c3ccc(O)cc3)oc3cc(O[C@@H]4O[C@@H](C)[C@H](O)[C@@H](O)[C@H]4O)cc(O)c3c2=O)[C@@H]1O
23	-2	C[C@@H]1CN([C@@H](C)CO)C(=O)Cc2cc(NC(=O)CCC(F)(F)F)ccc2O[C@@H]1CN(C)S(=O)(=O)c1cccs1
24	9	C[C@@H]1CN([C@H](C)CO)S(=O)(=O)c2ccc(-c3ccccc3)cc2O[C@H]1CN(C)Cc1cncnc1
25	-1	Cc1noc(C)c1NC(=O)Nc1ccc2c(c1)C(=O)N([C@@H](C)CO)C[C@@H](C)[C@H](CN(C)S(=O)(=O)c1c(C)noc1C)OCCCC[C@H](C)O2
26	-5	Cc1ccc(S(=O)(=O)Nc2ccc3c(c2)C(=O)N([C@H](C)CO)C[C@@H](C)[C@@H](CN(C)C(=O)Nc2ccccc2)O3)cc1
27	6	C[C@H](CO)N1C[C@H](C)[C@H](CN(C)C(=O)Nc2ccc(C(C)(C)C)cc2)OCc2cnnn2CCCC1=O
28	-2	C[C@@H]1CN([C@H](C)CO)C(=O)c2cccc(NC(=O)c3ccc(-c4nccs4)cc3)c2O[C@H]1CN(C)Cc1ccc(Cl)c(Cl)c1
29	5	CCC(=O)N(C)C[C@@H]1Oc2cc(C#CC3(O)CCCC3)ccc2S(=O)(=O)N([C@@H](C)CO)C[C@H]1C
30	2	COc1ccc(NC(=O)N(C)C[C@@H]2Oc3ccc(NC(=O)CCC(F)(F)F)cc3C(=O)N([C@@H](C)CO)C[C@@H]2C)cc1
31	1	O=C1N[C@@H](Cc2ccccc2)C(=O)N2[C@@H]1C[C@@H](C(=O)NCc1ccc(F)cc1)[C@H]2c1cccc(OCCO)c1
32	4	C=CCOC(=O)C1=C[C@H](c2csc3ccccc23)C[C@H](OCc2ccc(CO)cc2)O1
33	-2	CCCNC(=O)N(C)C[C@H]1Oc2cc(C#CC3CC3)ccc2S(=O)(=O)N([C@@H](C)CO)C[C@H]1C
34	-10	C[C@H]1CN([C@@H](C)CO)C(=O)CCCn2cc(nn2)CO[C@H]1CN(C)C(=O)Nc1ccnc(N2CCOCC2)c1
35	36	COCC#Cc1ccc2c(c1)O[C@@H](CN(C)Cc1cccnc1)[C@@H](C)CN([C@@H](C)CO)S2(=O)=O
36	5	COc1ccc(S(=O)(=O)N(C)C[C@@H]2OCCCC[C@H](C)Oc3ccc(NS(=O)(=O)c4cccs4)cc3C(=O)N([C@@H](C)CO)C[C@H]2C)cc1
37	-5	C[C@H]1CN([C@@H](C)CO)C(=O)c2c(c3ccccc3n2C)-c2ccccc2CO[C@H]1CN(C)C(=O)c1ccc(F)cc1
38	0	Cc1noc(C)c1S(=O)(=O)N(C)C[C@@H]1Oc2c(NC(=O)c3ccc(-c4nccs4)cc3)cccc2C(=O)N([C@@H](C)CO)C[C@H]1C
39	-3	COc1ccc(S(=O)(=O)Nc2ccc3c(c2)C(=O)N([C@@H](C)CO)C[C@@H](C)[C@H](CN(C)S(=O)(=O)c2cn(C)cn2)OCCCC[C@@H](C)O3)cc1
40	-5	C[C@H]1CN([C@@H](C)CO)C(=O)Cc2cc(NC(=O)C3CCCCC3)ccc2O[C@@H]1CN(C)Cc1ccc(C(=O)O)cc1
41	-8	C[C@H](CO)N1C[C@H](C)[C@@H](CN(C)S(=O)(=O)c2cccs2)Oc2ccc(NC(=O)Nc3ccc(F)cc3)cc2CC1=O
42	5	C[C@H]1CN([C@@H](C)CO)C(=O)Cc2cc(NC(=O)CCN3CCOCC3)ccc2O[C@H]1CN(C)C(=O)Nc1ccc(C(F)(F)F)cc1
43	-1	C[C@H]1CN([C@@H](C)CO)C(=O)c2cccc(NC(=O)NC3CCCCC3)c2O[C@@H]1CN(C)S(=O)(=O)c1cn(C)cn1
44	-4	O=C(C[C@@H]1C[C@@H]2c3cc(NC(=O)C4CCC4)ccc3O[C@@H]2[C@@H](CO)O1)NCc1ccccc1F
45	1	C[C@H](CO)N1C[C@H](C)[C@@H](CN(C)CC2CCCCC2)Oc2ccc(N(C)C)cc2C1=O
46	-4	C[C@H]1CN([C@@H](C)CO)C(=O)c2cccc(NS(=O)(=O)c3cccs3)c2O[C@H]1CN(C)C(=O)Nc1ccc(C(F)(F)F)cc1
47	1	C[C@H](O)C#Cc1ccc2c(c1)O[C@@H](CN(C)Cc1ccccn1)[C@@H](C)CN([C@@H](C)CO)S2(=O)=O
48	2	Cc1ncc([N+](=O)[O-])n1CC(C)O (stereo not drawn)
49	-9	COc1ccc(S(=O)(=O)N(C)C[C@H]2OCc3ccccc3-c3c(n(C)c4ccccc34)C(=O)N([C@H](C)CO)C[C@H]2C)cc1
50	10	C/C=C/c1ccc2c(c1)O[C@H](CN(C)Cc1ccc(F)cc1)[C@H](C)CN([C@H](C)CO)S2(=O)=O
51	6	C[C@H](CO)N1C[C@H](C)[C@H](CN(C)S(C)(=O)=O)Oc2ncc(C#CC3CCCCC3)cc2C1=O
52	-3	CNC[C@@H]1OCCCC[C@H](C)Oc2ccc(NC(=O)Nc3ccc(F)cc3)cc2C(=O)N([C@H](C)CO)C[C@H]1C
53	4	Cc1noc(C)c1S(=O)(=O)Nc1ccc2c(c1)C(=O)N([C@H](C)CO)C[C@@H](C)[C@@H](CN(C)CC1CCCCC1)OCCCC[C@@H](C)O2
54	1	C[C@H]1CN([C@@H](C)CO)C(=O)Cc2cc(NC(=O)c3ccncc3)ccc2O[C@@H]1CN(C)CC1CC1
55	-7	C[C@@H]1CN([C@@H](C)CO)C(=O)c2cc(C#CC3CC3)cnc2O[C@@H]1CN(C)Cc1ccncc1
56	-5	C/C=C/c1ccc2c(c1)O[C@H](CN(C)C(=O)c1ccc(F)cc1)[C@H](C)CN([C@H](C)CO)S2(=O)=O
57	-2	CC1CCC2(C)C(C(=O)O)=CCCC2C1(C)CCC1=CC(O)OC1=O (stereo not drawn)
58	8	O=C(CCCCCC(=O)Nc1ccccc1O)N/N=C/c1cc(Br)cs1
59	18	C[C@@H]1CN([C@H](C)CO)C(=O)c2cc(C#CCc3ccccc3)cnc2O[C@H]1CN(C)Cc1cccc(F)c1
60	-5	COCC#Cc1cnc2c(c1)C(=O)N([C@@H](C)CO)C[C@@H](C)[C@@H](CN(C)C(=O)Cc1ccncc1)O2

# Shown tab-delimited: entries from further up.
no.	SMILES	NSD2 block
35	COCC#Cc1ccc2c(c1)O[C@@H](CN(C)Cc1cccnc1)[C@@H](C)CN([C@@H](C)CO)S2(=O)=O	36
16	C[C@H]1CN([C@@H](C)CO)S(=O)(=O)c2ccc(C#CC3CCCCC3)cc2O[C@@H]1CN(C)C(=O)Cc1ccncc1	-2

# The listing continues:
no.	NSD2 block	Compound
61	0	C[C@H](CO)N1C[C@H](C)[C@H](CN(C)C(=O)Nc2cccc3ccccc23)Oc2ncc(C#Cc3ccccc3)cc2C1=O
62	-1	COCC#Cc1ccc2c(c1)O[C@H](CN(C)Cc1ccccc1F)[C@H](C)CN([C@@H](C)CO)S2(=O)=O
63	-1	CCc1ccc(/C=C2\CN(C)C/C(=C\c3ccc(CC)cc3)C2O)cc1
64	-3	Cc1noc(C)c1S(=O)(=O)Nc1ccc2c(c1)CC(=O)N([C@@H](C)CO)C[C@H](C)[C@H](CN(C)CC1CC1)O2
65	6	C[C@H]1CN([C@@H](C)CO)S(=O)(=O)c2ccc(C#Cc3cccnc3)cc2O[C@@H]1CN(C)C(=O)C1CC1
66	0	COc1ccc(S(=O)(=O)N(C)C[C@@H]2Oc3cc(C#CC4CC4)ccc3S(=O)(=O)N([C@@H](C)CO)C[C@H]2C)cc1
67	-2	C[C@@H]1CN([C@@H](C)CO)C(=O)c2cc(NS(=O)(=O)c3ccccc3)ccc2O[C@@H](C)CCCCO[C@H]1CN(C)S(=O)(=O)c1ccc(Cl)cc1
68	-2	COc1ccc(NC(=O)N(C)C[C@H]2Oc3ccc(NC(=O)C4CCCCC4)cc3CC(=O)N([C@@H](C)CO)C[C@H]2C)cc1
69	2	Cc1ccccc1-c1cnc2c(c1)C(=O)N([C@@H](C)CO)C[C@@H](C)[C@H](CN(C)Cc1cncnc1)O2
70	-2	COC(=O)[C@]1(Cc2ccccc2N=[N+]=[N-])N=C(c2ccc(OCCCO)cc2)O[C@@H]1c1ccccc1CN=[N+]=[N-]
71	5	COc1ccc(NC(=O)N(C)C[C@H]2Oc3c(NS(=O)(=O)c4ccc(C)cc4)cccc3C(=O)N([C@H](C)CO)C[C@H]2C)cc1
72	17	C[C@H]1CN([C@@H](C)CO)C(=O)c2cccc(NS(=O)(=O)c3ccc(Cl)cc3)c2O[C@@H]1CN(C)S(=O)(=O)c1cn(C)cn1
73	1	COc1ccc(NC(=O)Nc2ccc3c(c2)[C@@H]2C[C@H](CC(=O)N4CCc5ccccc5C4)O[C@@H](CO)[C@@H]2O3)cc1
74	6	C[C@H](CO)N1C[C@H](C)[C@@H](CN(C)C)Oc2ncc(-c3ccccc3F)cc2C1=O
75	-3	C[C@H]1CN([C@@H](C)CO)C(=O)Cc2cc(NS(=O)(=O)c3cn(C)cn3)ccc2O[C@@H]1CN(C)CC1CC1
76	-6	COc1ccc(S(=O)(=O)NC2CCN(Cc3ccc(OCCO)cc3)CC2)cc1
77	0	CC(C)NC(=O)Nc1ccc2c(c1)CC(=O)N([C@H](C)CO)C[C@@H](C)[C@@H](CN(C)Cc1ccncc1)O2
78	-3	COc1ccc(COCC23N=C4SCCCN4[C@H](c4ccccc4O2)[C@H]3CO)cc1
79	-7	C[C@@H]1CCCCO[C@@H](CN(C)C(=O)Cc2ccccc2)[C@@H](C)CN([C@H](C)CO)C(=O)c2cc(NC(=O)Nc3ccc4c(c3)OCO4)ccc2O1
80	1	C[C@@H]1CN([C@@H](C)CO)S(=O)(=O)c2ccc(-c3ccccc3)cc2O[C@@H]1CN(C)C(=O)CN(C)C

# 4 of the compounds above, with each value named:
[77] CC(C)NC(=O)Nc1ccc2c(c1)CC(=O)N([C@H](C)CO)C[C@@H](C)[C@@H](CN(C)Cc1ccncc1)O2
- NSD2 block: 0
[78] COc1ccc(COCC23N=C4SCCCN4[C@H](c4ccccc4O2)[C@H]3CO)cc1
- NSD2 block: -3
[79] C[C@@H]1CCCCO[C@@H](CN(C)C(=O)Cc2ccccc2)[C@@H](C)CN([C@H](C)CO)C(=O)c2cc(NC(=O)Nc3ccc4c(c3)OCO4)ccc2O1
- NSD2 block: -7
[80] C[C@@H]1CN([C@@H](C)CO)S(=O)(=O)c2ccc(-c3ccccc3)cc2O[C@@H]1CN(C)C(=O)CN(C)C
- NSD2 block: 1

# Screening data from PubChem BioAssay.

# Not all compounds are listed; the hit share may differ from the screen's.
